Assay outcomes (PubChem)
SW480 rereplic – induces DNA re-replication in SW480 colon adenocarcinoma cells; SW480 DNA re-replication, Hoechst DNA content imaging, 48 h; Potency, µM (doses to about 46.1 µM), inactives show at the highest dose re-replication activation, usual class: activators; 340,000 compounds, 1.8% hits; AID 624297; also: potency is read from the fitted curve at half-maximal effect; % of control where 0% means no effect; nearly all actives have a fitted effect of over 55% in size
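Per well, 250 cells were exposed to pinned compound for 48 hr. Nuclear DNA was visualised with Hoechst (40 min, 37 C) and total object intensity recorded by fluorescence scanning.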
KB-3-1 cytotox – kills parental KB-3-1 adenocarcinoma cells; KB-3-1 viability, CellTiter-Glo ATP luminescence, 72 h; Potency, µM (highest dose often 46.1 µM), inactives show top-dose activity change, negative = cytotoxic, hits mostly cytotoxic; 400,000 compounds, 1.4% hits; AID 1347075; also: potency is read from the fitted curve at half-maximal effect; % is scaled to controls: 0 for no effect and ±100 for the full control effect; nearly all actives have a fitted effect of over 60% in size
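Multi-concentration cytotoxicity screen in KB-3-1 cells grown in DMEM lacking phenol red with 10% FBS. After 72 h at 37 °C with compound, ATP-dependent luminescence was recorded.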
HT1080-NT tox – kills 2HG-producing HT-1080-NT fibrosarcoma cells | Potency, µM (doses to about 46.1 µM), without a hit: at the top dose activity, negative = less viability, most hits filed as cytotoxic | AID 686970 | HT-1080-NT fibrosarcoma viability, CellTiter-Glo ATP luminescence, 48 h | 360,000 compounds, 1.6% hits;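 also: NT is the 2HG producing partner of a matched IDH1 knockdown line; potency is read from the fitted curve at half-maximal effect; 0% = DMSO-treated cells and -100% = media-only wells without cells; nearly all actives have a fitted effect of over 55% in size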
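A 48-hour cytotoxicity screen used HT-1080-NT cells plated 2 hours before compound delivery. ATP-based CellTiter-Glo luminescence measured viability, normalized to DMSO and no-cell controls.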
HT1080 IDH1KD tx – HT-1080 IDH1 knockdown cell toxicity (counter line); HT-1080 IDH1 knockdown viability, ATP luminescence, 48 h; AID 686971; Potency, µM (doses to about 46.1 µM), inactives show top-dose activity, negative = toxicity, usual class: cytotoxic; 360,000 compounds, 2% hits;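 also: potency is read from the fitted curve at half-maximal effect; 0% = DMSO wells and -100% = cell-free medium wells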
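Using the IDH1-knockdown HT-1080 line run in the same batch and compound series as the NT line, viability after 48 h at 37 °C was determined by CellTiter-Glo luminescence and expressed as % activity.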
ATXN2 expr inh – reduces ATXN2 reporter expression in HEK-293 cells; HEK-293 ATXN2-luciferase reporter, luminescence, 24 h; Potency, µM (titrated, usually from 57 µM), for inactives: top-dose activity change, negative = inhibition, most hits filed as inhibitors; 360,000 compounds, 0.72% hits; AID 1745845; also: potency is read from the fitted curve at half-maximal effect; % is scaled to controls: 0 for no effect and ±100 for the full control effect; nearly all actives have a fitted effect of over 55% in size
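qHTS (up to 57 uM final) was run with 24 h compound exposure of reporter cells at 37 °C. Each well was multiplexed: SteadyGlo luminescence measured ATXN2-luciferase expression after a fluorogenic Gly-Phe-AFC viability readout (25 uM final).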
HepG2 tox – kills HepG2 cells in TGF-b inhibitor counter-screen. 410,000 compounds, 0.76% hits. HepG2 CAGA-GFP viability, ATP luminescence, 18 h. Potency, µM (series often up to 46.1 µM), for the others: at the top dose activity change, negative = cytotoxicity, actives largely listed as cytotoxic; also: potency is read from the fitted curve at half-maximal effect; some results filed as inactive show a strong effect at the top dose
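HepG2 CAGA-GFP cells (1000/well, DMEM with 1% FBS) received compound, then TGF-beta at 500 pg/mL final, and were incubated 18 hours at 37 degrees C. Viability was read by CellTiter-Glo luminescence. Media-only wells were set as complete cell-killing and DMSO as no toxicity.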
ATXN viability – cell viability loss in ATXN counter-screen | 400,000 compounds, 0.49% hits | AID 651635 | Potency, µM (series often up to 56.7 µM), most hits filed as cytotoxic | S2 cells (HEK-293 line with an ATXN2-luciferase reporter) viability, CellTiter-Fluor protease fluorescence, 24 h; also: potency is read from the fitted curve at half-maximal effect; nearly all actives have a fitted effect of over 40% in size
MCF10A rereplic – inducers of DNA re-replication in MCF 10A breast cells | MCF 10A DNA re-replication, Hoechst nuclear intensity, 48 h | AID 624296 | Potency, µM (highest dose often 46.1 µM), for inactives: at the highest dose activity, positive = re-replication, actives largely listed as activators | 350,000 compounds, 2.9% hits; also: potency is read from the fitted curve at half-maximal effect; % of control where 0% means no effect; nearly all actives have a fitted effect of over 50% in size
IL-1B inflam inh – inflammasome signaling inhibition, IL-1 beta readout; 360,000 compounds, 4.7% hits; THP-1 LPS/ATP IL-1B secretion, AlphaLISA, 16 h; stronger effect = lower value; AID 743279; activity change, % at 57.5 µM; in the data active = activity change below about -50%; inconclusive = mostly about -30% to -49%; also: % is scaled to controls: 0 for no effect and ±100 for the full control effect
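THP-1 cells pretreated 1 hr with compounds (up to 57.5 uM final), then stimulated with LPS (250 ng/mL final) plus ATP (1.25 mM final); secreted IL-1B measured by AlphaLISA after 16 hr, decreased signal indicating inhibition.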
Numbers without * were called inactive; i = inactive; ? = inconclusive; . = not tested or not shown; [ ] = another dose, or the depositor's remark. Unless noted, calls follow the shape of the dose curve; as a rule, active = well fitted curve in the direction sought with a large enough effect; inconclusive = small, poorly fitted or top-dose-only effect, or another doubt; inactive = no such curve, though single readings can be large; an effect the other way counts as inactive or inconclusive.

Results follow in this order: ATXN2 expr inh | MCF10A rereplic | SW480 rereplic | HT1080-NT tox | KB-3-1 cytotox | ATXN viability | HT1080 IDH1KD tx | HepG2 tox | IL-1B inflam inh
> CCCOC1CCCN(C(=O)CCc2nnc(Cc3cccc(C)c3)o2)C1 (stereo not given)
→ 54%[activator] | 3% | -3% | 10% | 2% | i | 9% | 1% | 16
> CN1CCN(C(=O)c2cccn(Cc3c(Cl)cccc3Cl)c2=O)CC1
→ 7% | 3% | -2% | 4% | 16% | i | 1% | -13% | 5
> CCOC(=O)c1ccc(NC(=O)c2nc[nH]c2C(=O)N[C@@H](CC(C)C)C(=O)OCc2ccccc2)cc1
→ -23% | ? | -2% | -20% | -20% | i | -10% | -35% | 29
> Cc1no[n+]([O-])c1COc1ccccc1/C=N/n1nnnc1N
→ -5% | -3% | . | 12% | 21% | i | 3% | -13% | -17
> CCn1c(C(=O)O)c(CC(=O)Nc2ccccc2F)c2ccccc21
→ . | -3% | 5% | -6% | 2% | ? | -13% | -9% | 24
> C[C@]12C(=O)N(c3ccccc3)C(=O)N1[C@@H]1c3ccccc3OC[C@@H]1[C@H]2c1ccccc1
→ 6% | -12% | 15% | 24% | -14% | i | -7% | -11% | -4
> OCCNc1ncnc2c1ncn2[C@H]1CN(Cc2ccco2)C[C@@H](CO)O1
→ 6% | . | . | 1% | 0% | i | 14% | -10% | -6
> Cc1[nH][nH]c(=O)c1C(c1c(C)[nH][nH]c1=O)c1cn(C)c2ccccc12
→ 0% | 3% | 25% | 0% | -2% | i | -1% | -31% | .
> O/N=C1\CCCc2ccc3ccccc3c21
→ -5% | 4% | -14% | -1% | -3% | . | 2% | 0% | 0
> O=C(NC(C(=O)c1ccccc1)c1ccccc1)c1ccccc1 (stereo not given)
→ 6% | -3% | 7% | -10% | ? | i | -8% | 0% | 15
> Cc1ccc(C(C(=O)NCc2ccc(F)cc2)N(CCCO)C(=O)C2COc3ccccc3O2)o1 (stereo not given)
→ . | 3% | -6% | 7% | 2% | ? | -1% | -8% | -4
> COC(=O)c1c(NC(=O)c2ccccc2C(=O)O)sc2c1CCC2
→ -2% | 9% | -2% | -18% | 0% | i | -15% | -3% | 5
> CCSc1nnc2c(n1)OC(c1ccc(C)cc1)N(C(C)=O)c1ccccc1-2 (stereo not given)
→ 7% | . | . | . | -2% | i | . | -23% | .
> Nc1nonc1-n1nnc(C(=O)N/N=C/c2ccncc2)c1-c1ccccc1
→ -10% | 1% | 0% | -22% | 14% | i | -13% | 4% | 2
> Cc1ccc(-c2nc3sc(CCNC(=O)c4ccc(C)c(C)c4)c(C)n3n2)cc1
→ 4% | . | . | . | -2% | i | . | -23% | .
> O=C(NCCN1CCN(c2ccccc2)CC1)C1CCN(S(=O)(=O)c2cccs2)CC1
→ -13% | -1% | 2% | 1% | -5% | ? | 2% | 3% | 0
> CCCOc1ccc(C2=NC(c3ccc(F)cc3)=Nc3ccc(OC)cc3N2)cc1
→ 1% | . | . | . | -3% | i | . | -19% | .
> CCCCn1c(N)c(N(CCC(C)C)C(=O)c2ccc3c(c2)OCCO3)c(=O)[nH]c1=O
→ -7% | -3% | -4% | 1% | 9% | ? | 10% | 0% | -1
> CCNc1nc(NCC)n2c(SCC(=O)Nc3cccc(F)c3)nnc2n1
→ 1% | 6% | -4% | -1% | 3% | ? | -1% | -5% | 2
> COc1ccc(C2C(C(C)=O)=C(C)Nc3ncnn32)cc1[N+](=O)[O-] (stereo not given)
→ -22% | 1% | -2% | ? | 15% | i | 18% | -1% | -12
> Cc1ccc(C(=O)CC(C(=O)O)n2cnc([N+](=O)[O-])n2)cc1 (stereo not given)
→ 4% | ? | 19% | 5% | 17% | i | 0% | -1% | -17
> Fc1ccccc1-c1nc(-c2cnccc2C(F)(F)F)no1
→ 0% | -3% | -2% | 13% | -7% | i | 12% | 2% | -11
> O=C(CCc1ccc(S(=O)(=O)NCc2ccccc2)cc1)NCc1ccco1
→ 4% | -5% | -192%[inhibitor] | -2% | 14% | i | 16% | 5% | 16
> Cn1c(=O)cc(OCCCC(=O)N2CCN(c3ccccn3)CC2)c2ccccc21
→ 21% | 12% | -3% | -4% | 9% | i | -11% | -18% | 34
> Cc1nc(C)c(/C(O)=C/c2nc3ccccc3oc2=O)s1
→ 10% | ? | ? | 9% | ? | i | 5% | -60% | 0
> COc1cccc(C(=O)NCC(c2ccco2)N2CCc3ccccc3C2)c1 (stereo not given)
→ 5% | 3% | 2% | 4% | 5% | ? | 0% | -4% | -15
> CN1C[C@@H]2C(c3ccc(C(F)(F)F)cc3)C3(c4ccccc4)CC2(C3)[C@H]1c1ccccc1 (stereo not given in full)
→ -5% | 1% | -21%[9.22 µM] | 11% | 8% | ? | 12% | -4% | 15
> C/C(=N\Nc1nc(N2CCOCC2)nc(N2CCOCC2)n1)c1ccc([N+](=O)[O-])cc1
→ 16% | 22% | -3% | 8% | 7% | i | -8% | 3% | 28
> COc1ccc(OC)c(/C=C2\NC(=O)NC2=O)c1
→ 14% | 8% | 6% | 11% | ? | i | 8% | -70% | -24
> Cc1ccc(C(=O)N/N=c2\sc3ccccc3n2C)cc1
→ 18% | ? | 0.65µM* | 14% | -21% | i | -2% | 6% | 8
> COc1ccc(C(O)c2cnc(C)n2Cc2ccccc2)cc1 (stereo not given)
→ . | . | . | 0% | -12% | i | 0% | 6% | 24
> COc1cc(/C=C2/SC(=O)NC2=O)ccc1Oc1ccc([N+](=O)[O-])cc1[N+](=O)[O-]
→ ? | ? | 13µM* | -19% | -22% | ? | -22% | -18% | ?
> Cc1cc(S(=O)(=O)Nc2ccc(C(=O)NCCCN3CCOCC3)cc2)ccc1F
→ 6% | 4% | -3% | 4% | -1% | i | 14% | 9% | 5
> CC(=O)Oc1ccc2c(=O)oc(-c3ccc([N+](=O)[O-])cc3)nc2c1
→ -29% | 0% | -3% | 20% | 20% | ? | 18% | -18% | ?
> COc1cc(Cl)ccc1OCc1cc(C(=O)N(C)Cc2cn(C)nc2C)no1
→ 3% | 5% | -28% | 1% | -13% | i | 13% | -30% | i
> CN(CC1CCCN(CCc2ccccc2F)C1)C(=O)c1ccoc1 (stereo not given)
→ -3% | -1% | 18% | 0% | -4% | i | 0% | -18% | -14
> CCOC(=O)C1CCCN(C(=O)CSc2nnnn2C)C1 (stereo not given)
→ . | 6% | ? | -6% | 4% | i | 4% | -34% | -5
> O=C(NNc1cc(Cl)ccc1Cl)c1cccs1
→ -3% | 0% | -15% | -6% | -1% | i | -21% | 17% | .
> COc1ccc(OC)c(-c2csc(NC(=O)COC(=O)C3CC3)n2)c1
→ -10% | 3% | 0% | 9% | 24% | i | 16% | -2% | -9
> COc1ccccc1C(=O)C1CCCN(C(=O)c2ccc(Cl)cc2)C1 (stereo not given)
→ . | . | . | 0% | -9% | i | 0% | -36% | 10
> Cc1sc(NC(=S)NC(=O)C2CCCCC2)c(C(N)=O)c1C
→ 7% | ? | -3% | -5% | 8% | i | -24% | -14% | 17
> C=CCN1C(=O)CSC1=Nc1cccc(O)c1
→ -7% | -187%[0.0737 µM] | -16% | 6% | 4% | i | 9% | 8% | 4
> CCOc1cccc(N2C(=O)CC(N3CCN(c4ccc(S(=O)(=O)CC)cc4)CC3)C2=O)c1 (stereo not given)
→ -1% | -24% | 1% | 9% | -2% | i | -2% | -1% | 22
> CCN(C(=O)CSc1nc(-c2ccccc2)no1)c1ccccc1
→ 0% | . | . | . | -14% | i | . | -27% | .
> CC(=O)c1ccc(-c2ccc(C(=O)N3CCCc4ccccc43)o2)cc1
→ 39%[activator] | -6%[9.22 µM] | ? | -10% | -20% | i | -22% | 45% | ?
> CC(=O)N1c2ccc(S(=O)(=O)NCC3CCC(C(=O)NCc4ccco4)CC3)cc2CC1C (stereo not given)
→ 9% | 1% | -8% | 2% | 8% | i | 19% | -4% | 41
> COc1ccc2nc(NC(=O)c3ccc(S(=O)(=O)N4CCCC(C)C4)cc3)sc2c1 (stereo not given)
→ -5% | . | . | . | 0% | i | . | -3% | .
> Cc1ccc(/C=N/NC(=O)C2(C)CC2(Br)Br)cc1 (stereo not given)
→ -6% | ? | 29% | -8% | 0% | i | -7% | -8% | -4
> Cc1onc(-c2ccccc2)c1C(=O)OCC(=O)c1ccccc1
→ -8% | ? | 1% | 1% | ? | i | -5% | -3% | 21

A second format for part of the listing above:
CC(=O)N1c2ccc(S(=O)(=O)NCC3CCC(C(=O)NCc4ccco4)CC3)cc2CC1C (stereo not given)
  ATXN2 expr inh: 9% | MCF10A rereplic: 1% | SW480 rereplic: -8% | HT1080-NT tox: 2% | KB-3-1 cytotox: 8% | ATXN viability: i | HT1080 IDH1KD tx: 19% | HepG2 tox: -4% | IL-1B inflam inh: 41

COc1ccc2nc(NC(=O)c3ccc(S(=O)(=O)N4CCCC(C)C4)cc3)sc2c1 (stereo not given)
  ATXN2 expr inh: -5% | MCF10A rereplic: . | SW480 rereplic: . | HT1080-NT tox: . | KB-3-1 cytotox: 0% | ATXN viability: i | HT1080 IDH1KD tx: . | HepG2 tox: -3% | IL-1B inflam inh: .

Cc1ccc(/C=N/NC(=O)C2(C)CC2(Br)Br)cc1 (stereo not given)
  ATXN2 expr inh: -6% | MCF10A rereplic: ? | SW480 rereplic: 29% | HT1080-NT tox: -8% | KB-3-1 cytotox: 0% | ATXN viability: i | HT1080 IDH1KD tx: -7% | HepG2 tox: -8% | IL-1B inflam inh: -4

Cc1onc(-c2ccccc2)c1C(=O)OCC(=O)c1ccccc1
  ATXN2 expr inh: -8% | MCF10A rereplic: ? | SW480 rereplic: 1% | HT1080-NT tox: 1% | KB-3-1 cytotox: ? | ATXN viability: i | HT1080 IDH1KD tx: -5% | HepG2 tox: -3% | IL-1B inflam inh: 21
